Bioassay records (PubChem BioAssay)
GASC-1 inh: human JMJD2C demethylase inhibition. Q9H3R0. GST-JMJD2C(1-420) H3K9me3 demethylation, DELFIA europium. inhibition, % at 2.35 µM. 330,000 compounds, 0.069% hits. AID 2099;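 active = more than half of a compound's replicate wells show inhibition beyond 50%, single wells judged on their own value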;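 note: signal counts dimethyl H3K9 product captured on neutravidin plate; 0% = median of DMSO wells and 100% = 0.3 times that DMSO median; strong numbers were not always called active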
Target sequence (Q9H3R0 1-420 limits assumed): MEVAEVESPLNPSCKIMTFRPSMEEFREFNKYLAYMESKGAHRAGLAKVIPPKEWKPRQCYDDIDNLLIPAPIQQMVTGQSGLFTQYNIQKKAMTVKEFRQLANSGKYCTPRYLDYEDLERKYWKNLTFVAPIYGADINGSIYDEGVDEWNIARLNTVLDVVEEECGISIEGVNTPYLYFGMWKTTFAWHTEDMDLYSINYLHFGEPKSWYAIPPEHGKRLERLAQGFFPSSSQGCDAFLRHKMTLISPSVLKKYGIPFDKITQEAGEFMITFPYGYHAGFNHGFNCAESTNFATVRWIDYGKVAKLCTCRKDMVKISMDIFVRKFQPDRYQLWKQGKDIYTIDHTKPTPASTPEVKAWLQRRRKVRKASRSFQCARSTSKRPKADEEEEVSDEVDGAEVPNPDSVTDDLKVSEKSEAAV
RPL19A-GFP yeast: yeast TOR pathway RPL19A-GFP modulation. AID 2025. percent response vs DMSO, % at 10 µM. 330,000 compounds, 0.3% hits. S. cerevisiae RPL19A-GFP strain, flow cytometry, 3 h; hits give low values;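 active = percent response vs DMSO below 50%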;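 note: median channel GFP fluorescence of the barcoded RPL19A-GFP strain; ratio of sample median GFP to plate DMSO average so 100% = DMSO; lower means less RPL19A-GFP as with rapamycin TOR inhibition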
LAP4-GFP MLPCN: yeast TOR pathway LAP4-GFP modulation; 320,000 compounds, 0.34% hits; GFP response vs DMSO, % at 10 µM; S. cerevisiae LAP4-GFP multiplex, flow cytometry GFP, 3 h; median GFP as percent of DMSO wells;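 active = GFP response vs DMSO above a set limit, about the screen mean plus 3 SD, cut at about 150% in these data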
VLA-4 inh: inhibition in a human VLA-4 binding assay | AID 2557 | P13612 | inhibition, % (about 7 µM as worked out from the volumes in the protocol) | 330,000 compounds, 0.2% hits | VLA-4 expressing cells, ligand binding flow cytometry; in the data active = inhibition above about 50%
GRK2 inh: inhibitors of human GRK2 displacing RNA aptamer | bead flow cytometry, FAM-aptamer displacement from GRK2 | 330,000 compounds, 0.59% hits | inhibition of aptamer binding, % at 10 µM;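 active = inhibition of aptamer binding above 40%, roughly 3 SD of noise, on plates passing a quality check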;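 note: median bead fluorescence of bound FAM aptamer so fluorescent compounds give negative values; no value below 0 was filed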
Target sequence (P25098 whole entry, looked up): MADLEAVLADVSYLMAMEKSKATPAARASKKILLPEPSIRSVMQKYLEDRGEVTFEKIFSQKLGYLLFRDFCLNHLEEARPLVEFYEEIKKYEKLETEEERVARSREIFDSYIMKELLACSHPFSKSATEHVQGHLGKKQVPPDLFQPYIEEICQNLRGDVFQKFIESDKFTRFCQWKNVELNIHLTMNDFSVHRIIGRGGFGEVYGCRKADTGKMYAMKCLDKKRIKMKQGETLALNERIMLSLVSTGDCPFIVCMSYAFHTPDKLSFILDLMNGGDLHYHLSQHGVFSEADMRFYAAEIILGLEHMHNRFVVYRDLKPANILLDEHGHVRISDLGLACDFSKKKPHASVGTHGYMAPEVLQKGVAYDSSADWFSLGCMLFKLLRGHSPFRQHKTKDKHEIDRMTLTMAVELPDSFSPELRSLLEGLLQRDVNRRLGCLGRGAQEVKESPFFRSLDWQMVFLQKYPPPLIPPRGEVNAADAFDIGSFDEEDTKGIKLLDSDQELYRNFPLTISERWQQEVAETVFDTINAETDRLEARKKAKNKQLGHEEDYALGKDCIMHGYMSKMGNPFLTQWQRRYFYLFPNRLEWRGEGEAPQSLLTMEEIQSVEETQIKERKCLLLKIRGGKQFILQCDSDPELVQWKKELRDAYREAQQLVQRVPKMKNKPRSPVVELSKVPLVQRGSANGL
CIT2-GFP yeast: yeast TOR pathway CIT2-GFP modulation; S. cerevisiae CIT2-GFP strain, flow cytometry, 3 h; 100 means same as DMSO wells; 320,000 compounds, 0.065% hits; GFP response vs DMSO, % at 10 µM; AID 2029;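 active = GFP response relative to DMSO above a set limit, near the screen mean plus 3 SD, cut at about 150% in these data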;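 note: ratio of well median GFP fluorescence to mean of DMSO wells on the plate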
AGP1 TOR yeast: alters AGP1-GFP fluorescence in TOR pathway yeast screen | 320,000 compounds, 0.02% hits | GFP response vs DMSO, % at 10 µM | S. cerevisiae AGP1-GFP multiplex flow cytometry, 3 h; GFP as percent of DMSO wells;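 active = GFP response relative to DMSO above a set limit, near screen average plus 3 SD, cut at about 150% in these data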;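 note: median GFP channel fluorescence of the gated AGP1 strain per well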
MEP2 TOR yeast: yeast TOR pathway MEP2-GFP modulation | S. cerevisiae MEP2-GFP strain, flow cytometry GFP, 3 h; 100% = DMSO control level | GFP response vs DMSO, % at 10 µM | 330,000 compounds, 0.51% hits;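 active = GFP response versus DMSO above a set limit, roughly screen mean plus 3 SD, cut at about 180% in these data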;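 note: median GFP fluorescence of the barcode-gated MEP2-GFP cells per well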
* marks the source's active call; other numbers are inactive results; nt = not tested or not shown; & = joins results of further samples. Outcome played no part in choosing rows. Share with any hit: about 1.7%.

SMILES	GASC-1 inh	RPL19A-GFP yeast	LAP4-GFP MLPCN	VLA-4 inh	GRK2 inh	CIT2-GFP yeast	AGP1 TOR yeast	MEP2 TOR yeast
CC(C)(C)OC(=O)N1CCN(C(=O)c2[nH]cnc2C(=O)N[C@@H](Cc2ccccc2)C(=O)OCc2ccccc2)CC1	7	102	122	-25	0	100	89	99
CC(OC(=O)c1ccc2ncsc2c1)C(=O)Nc1cccc(Cl)c1 (centres undefined)	-4	97	105	-3	1	83	93	97
Cc1cc(NC(=O)C23CCC(C)(C(=O)O2)C3(C)C)no1 (centres undefined)	17	103	103	9	4	95	101	105
COc1ccccc1NC(=O)COC(=O)Cc1cccs1	-14	99	99	-7	1	93	89	104
COc1ccc(C(=O)CCN2CCN(c3ccccc3OC)CC2)cc1	0	99	107	-5	0	107	99	95
CCc1noc(C)c1C(=O)N1CCN(S(=O)(=O)c2ccc(Cl)s2)CC1	-10	94	110	-3	4	104	106	100
O=C(NCC1CCCO1)c1cccc(NS(=O)(=O)c2ccccc2)c1 (centres undefined)	-3	104	121	0	2	99	112	100
O=C(NC(=S)Nc1ccccc1N1CCOCC1)c1ccc(-c2cc(Cl)ccc2Cl)o1	-4	100	86	16	2	96	97	100
CCC(Sc1nc2n[nH]c(C)c2c(=N)n1-c1ccc(C)c(Cl)c1)C(=O)N1CCOCC1 (centres undefined)	22	90	95	2	0	88	90	92
O=C(CSc1oc(-c2ccc(F)cc2)nc1S(=O)(=O)c1ccc(F)cc1)NCC1CCCO1 (centres undefined)	-11	102	103	7	1	98	102	102
Cn1c(CN2CCCCC2)nc2cc(NS(=O)(=O)c3ccc(F)cc3)ccc21	14	109	106	-4	1	114	112	111
Cc1cc(-c2ccccc2)nc2cc(C(=O)N(Cc3ccccc3)Cc3ccccc3)nn12	-3	95	89	1	2	97	92	92
CCn1c(C)c(C)c2cc(C(=O)N3CCCC3)ccc21	31	99	92	24	1	97	99	95
Cc1ccccc1Nc1ncnc2c1cnn2-c1ccccc1	-10	99	122	0	1	82	93	94
Cc1cc(C(=O)CSc2nnc(C3COc4ccccc4O3)n2C)c(C)n1-c1ccc(F)cc1 (centres undefined)	69&3	102	106	-1	4	98	96	101
CCOC(=O)CNC(=O)CSc1nc(-c2ccc(OC)cc2)ns1	21	85	101	10	1	81	94	92
COc1ccccc1NC(=O)CCn1c(=S)oc2ccccc21	5	106	102	-2	1	100	98	109
CCN(CC1CCCN(CCc2cccc(F)c2)C1)C(=O)c1ccc(CSC)o1 (centres undefined)	-5	108	84	-3	0	101	96	102
CS(=O)(=O)Nc1cccc(-c2cn3ccccc3n2)c1	0	94	94	-5	0	93	95	93
COc1ccc(S(=O)(=O)Cc2ccc(C(=O)NCc3ccccc3)o2)cc1	-7	106	108	5	0	110	105	130
CCOc1ccc(NC(=O)Nc2nc(SCC)ns2)cc1	12	107	90	5	6	108	102	107
COc1ccc(/C=C/C(=O)NC(=S)Nc2cc3oc4ccccc4c3cc2OC)cc1	4	98	96	8	0	102	98	103
COCOc1ccc(-c2oc3c(C/C=C(\C)CCC=C(C)C)ccc(O)c3c(=O)c2OCOC)c(OCOC)c1	-2	100	101	0	1	97	100	104
Cc1ccccc1NS(=O)(=O)c1c(C(=O)N2CCCCCC2)c(C)n(C)c1C	4	107	114	3	2	114	110	109
O=C(CN1C(=O)CSc2ccc(S(=O)(=O)N3CCCCC3)cc21)NCc1cccnc1	2	104	96	-6	3	107	101	109
COc1cc(/C=N/Nc2nc(=O)[nH]nc2C)cc([N+](=O)[O-])c1O	6	99	88	-6	3	113	102	100
Cn1c(C2CC(=O)N(Cc3ccccc3)C2)nc2ccccc21 (centres undefined)	-1	103	120	-11	3	114	107	98
Cc1ccc(S(=O)(=O)N(C)C)cc1-n1c(SCC(=O)Nc2ccc(F)cc2Cl)nc2ccccc2c1=O	-3	101	90	21	0	94	93	90
CC(C)CCn1c(S(=O)(=O)O)nc2ccccc21	-3	93	94	3	2	94	98	93
COc1cc(NC(=O)CSCC(=O)Nc2cc(OC)cc(OC)c2)cc(OC)c1	4	97	102	25	2	97	100	104

One compound at a time, as listed above:
`Cc1ccc(S(=O)(=O)N(C)C)cc1-n1c(SCC(=O)Nc2ccc(F)cc2Cl)nc2ccccc2c1=O` as listed: GASC-1 inh: -3; RPL19A-GFP yeast: 101; LAP4-GFP MLPCN: 90; VLA-4 inh: 21; GRK2 inh: 0; CIT2-GFP yeast: 94; AGP1 TOR yeast: 93; MEP2 TOR yeast: 90
`COc1ccc(S(=O)(=O)Cc2ccc(C(=O)NCc3ccccc3)o2)cc1` as listed: GASC-1 inh: -7; RPL19A-GFP yeast: 106; LAP4-GFP MLPCN: 108; VLA-4 inh: 5; GRK2 inh: 0; CIT2-GFP yeast: 110; AGP1 TOR yeast: 105; MEP2 TOR yeast: 130

Next records follow:
SMILES	GASC-1 inh	RPL19A-GFP yeast	LAP4-GFP MLPCN	VLA-4 inh	GRK2 inh	CIT2-GFP yeast	AGP1 TOR yeast	MEP2 TOR yeast
O=C1c2c(O)cccc2Cc2cccc(O)c21	nt	98	101	11	3	96	98	100
Cn1c(CNc2nc(-c3ccccc3)cs2)nnc1SCC(=O)c1ccccc1	-11	90	90	2	1	90	96	94
CCOc1ccc(NS(=O)(=O)c2ccc3[nH]c(=O)cc(C(=O)O)c3c2)cc1	-3	102	91	-3	4	97	100	96
Cc1cccc(NC(=O)Cn2c(=O)n(CCC(=O)NC3CCCC3)c(=O)c3ccccc32)c1	-5	100	98	3	0	103	106	103
Nc1nonc1-n1nnc(C(=O)N/N=C/c2ccncc2)c1CSc1ccc(Cl)cc1	-5	96	88	14	0	100	93	97
COc1cccc(CN2CCCC(CNC(=O)c3ccc(F)cc3)C2)c1OC (centres undefined)	-6	100	98	-4	0	104	101	98
Cc1ccc(S(=O)(=O)N2CCN(C(=O)CSc3n[nH]c(N)n3)CC2)c(C)c1	1	96	98	20	0	99	94	96
O=C(CCc1ccccc1)Nc1ncc2c(n1)CCCC2=O	-8	102	102	10	0	96	103	107
CCOC(=O)Cc1csc(Nc2c(C)n(C)n(-c3ccccc3)c2=O)n1	-2	102	100	0	1	105	106	103
CCN(CC)CCOc1cc2c(nn1)Oc1ccccc1N2C	-1	98	99	-24	2	107	103	104
Brc1ccc2c(c1)C(c1cccnc1)=NNC(c1cccs1)=N2	-2	100	90	3	0	94	91	104
Cc1cc(NS(=O)(=O)c2ccc(NC(=O)/C=C/c3ccccc3Cl)cc2)no1	6	97	95	12	3	100	101	108
CC1=CC(C)C2(CO)COC(c3ccccc3O)C1C2C (centres undefined)	81	98	103	9	0	94	101	96
CC1(O)C(=O)c2ccccc2N(c2ccccc2)C1=O (centres undefined)	-3	98	100	-16	1	93	101	102
O=C(Nn1cnnc1)c1ccc([N+](=O)[O-])cc1Cl	12	100	116	23	1	109	113	108
CC(=O)N1CCN(c2ccc([N+](=O)[O-])cc2)CC1	-10	96	101	6	0	97	98	100
C/C(=N\NC(=O)CCC(=O)O)c1c(-c2ccccc2)c2cc(Br)ccc2[nH]c1=O	4	99	107	9	1	97	102	102
Cc1ccc2c(c1)C(=C(C#N)C#N)C(=O)N2CCN1CCCCC1	-20	95	108	-5	0	108	119	91
Cc1ccccc1C(=O)c1c[nH]c(C(=O)NCc2cccs2)c1	7	104	97	1	2	102	107	100
COc1ccc(CCNC(=O)c2cnc3scc(C)n3c2=O)cc1OC	-2	98	107	33	0	100	99	100
CCc1ccc(CN(C(=O)c2ccco2)C2CCS(=O)(=O)C2)cc1 (centres undefined)	-12	99	94	-8	1	107	83	100
O=C(NCCc1ccccc1)c1ccc2c(c1)S(=O)(=O)N=C1CCCCCN12	8	94	97	4	0	98	98	97
Cc1cc(C)c(S(=O)(=O)NCC23C=CC(O2)C2C(=O)N(c4ccccc4)C(=O)C23)c(C)c1 (centres undefined)	3	95	114	-15	0	94	99	100
CC(C)CC(=O)Nc1ccc([N+](=O)[O-])cc1Cl	1	96	84	14	0	87	93	87
COCCCn1c(SCC(=O)NCc2ccccc2)nc2ccccc2c1=O	1	100	102	-20	2	101	105	102
COc1ccc(S(=O)(=O)N2CCOCC2)cc1NC(=O)c1ccc(Cl)cc1	-7	98	101	-37	0	103	106	103
CN(C)N1C(N)=C(C#N)C(c2ccc(Br)cc2)C2=C1CCCC2=O (centres undefined)	-29	108	100	10	0	103	100	117
Cc1cccc(-n2ncc3c(N4CCOCC4)ncnc32)c1	-2	96	115	-2	1	91	97	105
CC(=O)Oc1c(S(=O)(=O)c2ccccc2)c(C)nn1C(C)(C)C	-1	103	100	26	0	107	107	100
N#Cc1c(NC(=O)CCCl)sc2c1CCCCC2	0	94	98	10	3	96	94	95
OCCN(Cc1ccccc1)CC1CC2C=CC1C2 (centres undefined)	3	104	101	8	46*	104	112	102
COc1ccc(OCC(=O)Nc2cccc(NC(=O)c3ccco3)c2)cc1	-1	111	98	2	4	109	104	111
Cc1csc2nc(O)c(C(=O)NCC3CCCO3)c(=O)n12 (centres undefined)	-4	101	101	-8	0	101	106	91
COCc1cc(C)n(CC(=O)NC(C)c2ccccc2)c(=O)c1C#N (centres undefined)	2	102	102	6	4	98	102	101
CCCCN1C(=O)NC(NS(=O)(=O)c2ccc(N)cc2)(C(F)(F)F)C1=O (centres undefined)	-2	98	117	0	3	103	99	112
COCCN1C(=O)C(=O)/C(=C(/O)c2ccc(S(=O)(=O)N3CCCCC3)cc2)C1c1ccc(O)c(OC)c1 (centres undefined)	-11	95	85	14	2	97	89	95
Cc1nn(C)c(C)c1S(=O)(=O)N(CC(=O)NCCCOC(C)C)c1ccc(C(C)C)cc1	7	99	101	6	0	98	103	100
CN(C)CCCNc1nc2sc3c(c2c(=O)n1CCc1ccccc1)CCCCC3	1	99	115	10	0	113	111	99
CCc1cccc(C)c1NS(=O)(=O)Cc1ccccc1	20	97	101	12	1	103	102	102
O=C(Nc1ccc2c(c1)N(Cc1ccccc1)C(=O)c1ccccc1S2)NC1CC1	0	99	100	0	2	101	nt	100
COC(=O)C1=C(C)NC(=O)/C1=C\c1cc(C)n(-c2ccc(F)cc2)c1C	-4	105	86	10	0	102	94	106
CCn1c(SCC(=O)Nc2nc(C)cs2)nnc1-c1cccnc1	7	99	100	3	0	93	102	99
C/C(=N\NC(=O)COc1cccc(C)c1)c1ccc2ccccc2c1O	0	101	65	16	0	91	91	93
CCc1c(C)nc(N)n2c(SCC(=O)N3CCCc4ccccc43)nnc12	-9	100	97	-5	0	104	109	103
COc1cc(C=O)ccc1Oc1cnccn1	-21	107	96	4	0	110	100	108

Shown as a hit in GRK2 inh (from the list above):
SMILES	GASC-1 inh	RPL19A-GFP yeast	LAP4-GFP MLPCN	VLA-4 inh	GRK2 inh	CIT2-GFP yeast	AGP1 TOR yeast	MEP2 TOR yeast
OCCN(Cc1ccccc1)CC1CC2C=CC1C2 (centres undefined)	3	104	101	8	46*	104	112	102

(next part)
SMILES	GASC-1 inh	RPL19A-GFP yeast	LAP4-GFP MLPCN	VLA-4 inh	GRK2 inh	CIT2-GFP yeast	AGP1 TOR yeast	MEP2 TOR yeast
CCN(C(=O)COC(=O)c1nc(Cl)ccc1Cl)C1CCS(=O)(=O)C1 (centres undefined)	-3	98	104	-1	0	91	111	97
COCCN1C(=O)c2oc3c(C)cc(C)cc3c(=O)c2C1c1cccc(O)c1 (centres undefined)	3	100	100	11	4	95	101	101
CC(=O)c1cccc(NC(=S)NC(=O)CC(C)C)c1	41	99	97	11	4	101	104	101
CCN(CC)S(=O)(=O)c1ccc(N2CCOCC2)c(C(=O)O)c1	-21	96	103	11	0	101	104	98
CCCNc1nc(-c2ccccc2)c(C(=O)OCC)cc1C#N	-10	99	116	-1	0	100	99	97
CN1CCC(N(C)CC(=O)Nc2cccc(Oc3ccccc3)c2)CC1	6	97	97	2	0	100	94	101
COc1ccc(S(=O)(=O)NCc2ccc3c(c2)cc(C)n3C)cc1	-2	99	105	-4	0	96	98	94
CC(C)(C)n1nnnc1C(c1cccs1)N1CCN(c2ccccc2)CC1 (centres undefined)	-4	95	100	6	0	98	94	94
